GRIN3A LBD mod = modulates the human NR3A ligand-binding domain | NR3A LBD differential scanning fluorimetry, Tm shift; 0% = protein alone, 100% = glycine-bound protein | Tm shift relative to glycine control, % at 25 µM | 340,000 tested, 2.5% active | AID 1259313;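 active = melting temperature shift of at least 10% of the positive control shift, at one fixed dose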
hIAP block = blocks human intestinal alkaline phosphatase | purified IAP, CDP-Star luminescence, 30 min | inhibition, % at 10 µM | 330,000 tested, 0.12% active | AID 2544;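 active = inhibition reaching a set limit with compound at 10 µM in the primary screen, cut at about 35% in these data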;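 also: plate controls were DMSO wells with enzyme for no effect and no-enzyme buffer wells for full effect; values of inactives mirror those of a sister screen read the other way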
beta cell repl = MIN6 beta-cell proliferation induction | proliferation, % at 10 µM | 330,000 tested, 0.29% active | MIN6 cells proliferation, ATPlite luminescence, 48 h; cells starved in 0.2% serum; 100% = growth in 10% serum;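 active = compounds whose signal lies at least 3.5 SD above the mean of all wells on their plate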;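 also: 0% = DMSO-treated cells in low-serum medium and 100% = 10% serum control; some compounds called inactive have numbers as strong as hits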
hIAP activ = human IAP activation; P09923; purified human IAP, CDP-Star luminescence, 30 min; hits give high values; 1 = vehicle-only enzyme, 0 = enzyme-free background; activation factor at 10 µM; 330,000 tested, 0.16% active; AID 2524;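 active = activation factor of the enzyme at least 2-fold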; also: the source names both 10 and 20 µM as test concentration; values of inactives mirror those of a sister screen read the other way
MPTP block = inhibitors of mitochondrial permeability transition pore; isolated mouse mitochondria, Ca2+ swelling absorbance, 30 min; inhibition, % at 10 µM; 360,000 tested, 1.4% active;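 active = inhibition of 50% or more, scaled per plate between neutral and stimulator controls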;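 also: 0% = DMSO wells given calcium and 100% = 1 mM EGTA wells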
APOBEC3A inh = inhibitors of human APOBEC3A DNA deaminase; P31941; recombinant A3A, FAM/TAMRA ssDNA deamination fluorescence; inhibition, % at 20 µM; 330,000 tested, 0.41% active;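 active = at least 40% inhibition at 20 µM here, with at most 30% in a related deaminase screen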;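 also: plate controls were A3A with DMSO for no effect and wells lacking A3A enzyme for full effect; some results filed as inactive read as strong as hits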
Target sequence (P31941 whole entry, looked up): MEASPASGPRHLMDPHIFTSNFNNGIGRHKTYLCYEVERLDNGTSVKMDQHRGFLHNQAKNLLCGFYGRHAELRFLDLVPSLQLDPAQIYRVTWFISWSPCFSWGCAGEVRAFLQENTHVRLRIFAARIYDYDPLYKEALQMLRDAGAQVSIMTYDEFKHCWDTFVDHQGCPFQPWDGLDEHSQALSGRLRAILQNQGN
mIAP inh = blocks mouse intestinal alkaline phosphatase; inhibition, % at 10 µM; AID 2806; 330,000 tested, 0.2% active; purified mouse IAP, CDP-Star luminescence, 30 min;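 active = inhibition of at least 40% at 10 µM in the primary screen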;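 also: plate controls were DMSO with enzyme for no effect and no enzyme wells for full effect; values of inactives mirror those of a sister screen read the other way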
APOBEC3G inh = inhibitors of human APOBEC3G DNA deaminase; recombinant A3G, ssDNA deamination FAM/TAMRA fluorescence; inhibition, % at 20 µM; 330,000 tested, 0.28% active; AID 493012;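 active = inhibition of at least 40% at 20 µM, with no more than 30% in the related APOBEC3A deaminase screen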;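 also: plate controls were DMSO wells with A3G for no effect and wells lacking A3G enzyme for full effect; some compounds called inactive have numbers as strong as hits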
Target sequence (Q9HC16 whole entry, looked up): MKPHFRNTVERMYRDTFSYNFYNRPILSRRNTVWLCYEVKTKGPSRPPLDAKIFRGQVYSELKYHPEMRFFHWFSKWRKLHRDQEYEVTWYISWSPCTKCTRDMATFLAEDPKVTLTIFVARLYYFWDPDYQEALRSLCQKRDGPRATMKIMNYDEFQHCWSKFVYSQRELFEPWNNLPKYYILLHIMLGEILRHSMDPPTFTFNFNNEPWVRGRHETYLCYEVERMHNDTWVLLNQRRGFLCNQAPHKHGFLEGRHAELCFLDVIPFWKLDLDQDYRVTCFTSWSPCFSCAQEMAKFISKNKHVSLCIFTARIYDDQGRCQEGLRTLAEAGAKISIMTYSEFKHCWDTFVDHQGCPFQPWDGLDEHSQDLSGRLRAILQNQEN
mIAP act = mouse IAP activation | muIAP, CDP-Star luminescence, 30 min; hits give high values; 1 = vehicle-only enzyme signal, 0 = enzyme-free wells | activation factor at 10 µM | 330,000 tested, 0.24% active;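 active = activation factor of at least 2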; also: the source names both 10 and 20 µM as test concentration; values of inactives mirror those of a sister screen read the other way
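also added = chemiluminescent substrate CDP-Star | test system = mouse IAP enzyme | signal = chemiluminescence readout | compound = DMSO-dissolved test compounds | incubation = 30 min at room temperature | benchmarks = DMSO wells, no-enzyme wells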
Starred values were filed as active, the others as inactive; nt = not tested or not shown; & = joins results of further samples.

SMILES	GRIN3A LBD mod	hIAP block	beta cell repl	hIAP activ	MPTP block	APOBEC3A inh	mIAP inh	APOBEC3G inh	mIAP act
CC(C)C[C@@]12C(=O)N(c3cccc(Br)c3)C(=O)N1[C@H](c1ccc(Cl)cc1)[C@@H]1C(=O)N(C3CCCCC3)C(=O)[C@@H]12	-1	16	-8	0.84	0.4	-5	46*	-11	0.54
O=C(Cc1ccccc1)Nc1ccc(NC(=O)C2CCCCC2)nc1	1	4	-1	0.96	-3.3	6	-6	-4	1.1
CC(=O)Nc1ccc(C(=O)OCC(=O)Nc2ccccc2F)cc1	-1	-10	-2	1.1	2.7	-4	-10	-4	1.1
C=CCN(C(=O)CCC(=O)Nc1cc(C)on1)C(C(=O)NC1CCCC1)c1ccc(CC)cc1 (centres undefined)	-1	9	4	0.91	0.4	-1	-5	-7	1.1
COc1ccccc1NC(C#N)c1ccccc1OCc1ccccc1 (centres undefined)	1	1	0	0.99	44	1	11	0	0.89
Cc1ccccc1OCc1nnc(SCC(=O)N2CCc3ccccc32)n1C	2	1	-2	0.99	2.3	1	14	0	0.86
Cc1cccc(S(=O)(=O)N2CCn3cccc3C2C)c1 (centres undefined)	0	11	-7	0.89	-2.8	-4	2	-4	0.98
O=C(CCNS(=O)(=O)c1ccc(Br)cc1)Nc1cccc(F)c1	-6	6	0	0.94	1.3	-3	-4	-4	1
N/C(=N\OC(=O)c1ccc(F)cc1)c1nonc1N	-1	-4	0	1	5.1	-2	-1	-3	1
O=C(NNC(=O)c1csc(N2CCOCC2)n1)c1cccnc1	-2	-22	-2	1.2	-0.4	-1	8	-4	0.92
CN(C)CCCN=C(NO)c1ccc(Cl)cc1Cl	-1	-2	2	1	-0.4	2	-3	-1	1
COc1ccc(/C=N\NC(=O)C2C(=O)NCC2c2ccccc2)cc1O (centres undefined)	0	13	-2	0.87	-0.5	3	6	-3	0.94
Cc1cc(C)n(-c2cccc(Cl)c2C#N)n1	0	-1	3	1	0.2	-1	9	-1	0.91
O=C(Nc1ccccc1C(F)(F)F)N1CCN(c2ccccn2)CC1	0	-8	2	1.1	-1.7	1	-1	-2	1
c1ccc(OCc2nnnn2-c2ccccc2)cc1	1	-16	0	1.2	0.5	-2	-4	-6	1
Cc1ccc(C(=O)Nc2cccc(C(F)(F)F)c2)cc1Nc1cncnc1	-2	-14	3	1.1	-0.2&0.5	4	-10	7	1.1
CSc1ccccc1NC(=O)c1cc(C)on1	0	15	-2	0.85	-1.8	1	3	-4	0.97
O=C(CCCN1C(=O)c2ccccc2C1=O)OC1CSCC1NC(=O)c1ccccc1 (centres undefined)	0	6	-1	0.94	-1.7	-4	0	-9	1
CCN1C(=O)/C(=C/c2ccc(OCc3ccc(C(=O)O)cc3)c(Cl)c2)NC1=S	0	11	-5	0.89	2.1	-3	24	-6	0.77
O=C(N/N=C/c1ccc(OC(=O)c2ccccc2Cl)cc1)c1ccccn1	-7	-20	-3	1.2	-1.4	-1	-2	-4	1
COc1ccc(CN(C(=O)c2snc(C(N)=O)c2N)C(C(=O)NC2CCCC2)c2ccc(OC)cc2)cc1 (centres undefined)	-1	12	3	0.88	-2.0	-2	9	-10	0.91
CCN(CC(=O)Nc1ccccc1C(=O)Nc1ccccc1)Cc1nc2ccccc2c(=O)[nH]1	2	-52	6	1.5	0.4	-1	0	-13	1
CCOC(=O)C1=C(CC)Nc2ccccc2N=C1NC(=O)c1oc2ccccc2c1C	3	2	-6	0.98	0.6	-4	-6	-8	1.1
C(#Cc1ccccc1)CN1CCOCC1	0	9	-2	0.91	-0.5	-4	8	-13	0.92
COC(=O)c1cc2c(ccc3ccccc32)oc1=O	-1	-8	-2	1.1	2.6	-6	-3	-9	1
O=C(CSc1nncs1)Nc1ccc2[nH]c(=O)[nH]c2c1	2	6	0	0.94	-1.3	4	11	-9	0.89
COc1ccc(-c2c3c(=O)n(C)c(=O)n(C)c3cn2-c2ccccc2)cc1	-3	1	-2	0.99	1.2	-6	-2	-6	1
COc1ccccc1N1CCN(CC(=O)Nc2ccc3c(c2)OCCO3)CC1	-1	-8	2	1.1	-2.0	-6	-5	-10	1.1
CCOC(=O)c1cc2cc(F)ccc2nc1C	-1	-5	-5	1.1	-0.4	2	1	1	0.99
COc1cc(C#N)ccc1OCC(=O)Nc1cccc(S(=O)(=O)N2CCCC2)c1	0	-12	0	1.1	3.2	-2	1	-4	0.99

Of the compounds above, 5 have a Cl atom.
SMILES	GRIN3A LBD mod	hIAP block	beta cell repl	hIAP activ	MPTP block	APOBEC3A inh	mIAP inh	APOBEC3G inh	mIAP act
CC(C)C[C@@]12C(=O)N(c3cccc(Br)c3)C(=O)N1[C@H](c1ccc(Cl)cc1)[C@@H]1C(=O)N(C3CCCCC3)C(=O)[C@@H]12	-1	16	-8	0.84	0.4	-5	46*	-11	0.54
CN(C)CCCN=C(NO)c1ccc(Cl)cc1Cl	-1	-2	2	1	-0.4	2	-3	-1	1
Cc1cc(C)n(-c2cccc(Cl)c2C#N)n1	0	-1	3	1	0.2	-1	9	-1	0.91
CCN1C(=O)/C(=C/c2ccc(OCc3ccc(C(=O)O)cc3)c(Cl)c2)NC1=S	0	11	-5	0.89	2.1	-3	24	-6	0.77
O=C(N/N=C/c1ccc(OC(=O)c2ccccc2Cl)cc1)c1ccccn1	-7	-20	-3	1.2	-1.4	-1	-2	-4	1

Later entries:
SMILES	GRIN3A LBD mod	hIAP block	beta cell repl	hIAP activ	MPTP block	APOBEC3A inh	mIAP inh	APOBEC3G inh	mIAP act
Cc1ccccc1C(=O)N1CCC(C(=O)Nc2cccc(F)c2)CC1	-2	-16	2	1.2	1.6	-3	-9	-2	1.1
CCOC(=O)c1cnc(SC2CC(=O)N(c3ccc(C)cc3)C2=O)nc1N (centres undefined)	-3	0	3	1	0.8	-1	-3	-9	1
O=C1c2ccccc2[C@@H]2C[C@@H](O)[C@H](Nc3cccc(C(F)(F)F)c3)CCN12	-6	nt	nt	nt	-1.5	18	-2	7	1
CCCCc1cc(=O)oc2cc(C)cc(OC(C)C(=O)O)c12 (centres undefined)	-1	-22	-1	1.2	1.6	-4	11	-8	0.89
O=C1NC2(CCc3ccccc32)C(=O)N1CCOc1ccc(Cl)cc1 (centres undefined)	-1	-6	-1	1.1	-2.2	-5	11	-7	0.89
Cc1nc2c(-c3ccccc3)cnn2c(N)c1-c1ccccc1	-10	-5	-7	1.1	-0.8	-1	3	-5	0.97
CCC(C)[C@H](N)c1cn([C@@H](CCCCN)C(=O)N2CCNCC2)nn1 (some centres undefined)	-3	2	-1	0.98	-0.1	-2	-4	-3	1
COc1cccc(/C=C2\SC(=S)N(NS(=O)(=O)c3ccccc3)C2=O)c1OC	0	13	-3	0.87	2.7	7	8	-1	0.92
Cc1cc(=O)oc2cc(OC(C)C(=O)NCC3CCC(C(=O)O)CC3)ccc12 (centres undefined)	-2	6	1	0.94	-0.4	2	-4	-7	1
COc1ccc(CNC(=O)CN(C)S(=O)(=O)c2ccc(Cl)cc2)cc1	-2	4	-1	0.96	0.0	-3	-4	-11	1
Cc1cccc(Nc2nnc(SCC(=O)Nc3cccnc3Cl)s2)c1	-3	6	0	0.94	-0.5	0	-10	-3	1.1
Cc1onc(-c2ccccc2Cl)c1C(=O)N(Cc1ccccc1)C(C)C	-1	-9	0	1.1	0.6	-1	-1	-9	1
O=S(=O)(CCSc1nc2ccccc2o1)Cc1ccccc1	0	3	1	0.97	1.0	1	-4	-4	1
CC(=O)Nc1ccc(SCC(=O)OCC(=O)NC(=O)NC2CCCC2)cc1	-1	-16	-1	1.2	4.4	0	-5	-3	1.1
COc1ccc(/C=C\C(=O)NCc2ccc3[nH]c(C)cc3c2)cc1OC	-10	5	2	0.95	-0.1	-3	-2	-4	1
CCOCCCNC(=O)c1ccc(CS(=O)(=O)Cc2cccc(C)c2)o1	-1	1	-3	0.99	-2.8	-6	-1	-3	1
CSc1ncccc1C(=O)Nc1ccc(C)cn1	0	-2	-1	1	0.2	-2	-5	-6	1.1
O=S(=O)(Cc1ncc(C(F)(F)F)cc1Cl)c1ccccc1	0	-1	-1	1	0.6	0	-6	-5	1.1
Cc1ccc(NC(=O)COC(=O)CNC(=O)C2CCCCC2)c(Br)c1	-1	5	0	0.95	1.1	1	4	-4	0.96
CCOc1ccc(S(=O)(=O)Nc2ccc(C(=O)NN)cc2)cc1	-1	-22	0	1.2	1.0	2	-7	1	1.1
CC(=O)c1cccc(NC(=O)COC(=O)c2n[nH]c3ccccc23)c1	-6	-30	-2	1.3	1.6	0	8	-5	0.92
CCOC(=O)C1=C(C)NC(=S)NC1c1ccc(OCC(=O)N2CCCCCC2)cc1 (centres undefined)	-1	-14	0	1.1	-0.3	-2	0	-2	0.99
CCCCn1c(=O)cc(N2CCOCC2)[nH]c1=O	-1	15	-4	0.85	-0.2	-3	-8	0	1.1
Cc1ccc(C(=O)OCC(=O)NCc2ccc(F)cc2)o1	1	-31	0	1.3	-0.8	-1	-8	3	1.1
CCOCCCNC(=O)C(NC(=O)CNC(=O)c1ccccc1)c1ccc(C)cc1 (centres undefined)	0	0	1	1	-1.0	2	-2	-2	1
CCc1ccc(C(=O)NC(CCSC)C(=O)OC)cc1 (centres undefined)	0	-1	-2	1	13	4	6	-4	0.94
O=C(NC1CC1)C1CC(=O)N(c2cccc(Cl)c2)C1 (centres undefined)	2	9	-1	0.91	-1.0	2	-15	7	1.2
CCOc1ccc(CC(=O)NCCS(=O)(=O)N2CCN(c3ccccc3)CC2)cc1	0	2	1	0.97	0.6	19	4	-6	0.96
COc1ccccc1N(CC(=O)NCCSc1ccc(Cl)cc1)S(C)(=O)=O	0	11	-1	0.89	1.7	-3	4	-3	0.96
CCOC(=O)c1sc(NC(=O)c2ccc(Cl)s2)cc1C	18*	-12	0	1.1	0.4	-2	-6	-5	1.1
Cn1c(C(O)c2ccc(Br)cc2)nc(Cl)c1Cl (centres undefined)	1	-10	2	1.1	5.9	5	5	5	0.95
O=C(CSc1nnc(NC(=O)c2ccccc2F)s1)NC1CC1	-1	14	0	0.86	-1.3	-3	7	-15	0.93
Cc1ccc2[nH]c(-c3ccccc3)c(CN(C)C)c(=O)c2c1	-4	-1	-2	1	1.4	-3	3	-8	0.97
Cc1nnc(SCc2nnc(-c3cccs3)o2)n1C	-1	12	-2	0.88	0.4	5	7	-2	0.93
COc1ccc(CCNC(=O)c2cc(-c3ccccn3)nc3ccccc23)cc1	0	14	-1	0.86	-0.7	0	0	-3	1
Cc1cccc(NC(=O)CCn2cnnn2)c1	0	10	-2	0.9	-2.1	-4	8	-8	0.92
CN(C)S(=O)(=O)c1cccc(NC(=O)c2cnccn2)c1	nt	-1	-1	1	nt	-1	-8	-5	1.1
O=C(Nc1nccs1)c1c(O)c2cccc3c2n(c1=O)CCC3	nt	-1	-6	1	nt	1	8	-3	0.92
Cc1cccc2c(C(=O)O)c3cccc(C)c3nc12	1	3	0	0.97	0.9	-1	3	-8	0.97
Cc1ccc(S(=O)(=O)NCCC(=O)OCC(=O)Nc2ccccc2Cl)cc1	0	0	-2	1	-0.1	-3	0	-1	1
CCn1c(SCC(=O)Nc2cc(C)on2)nnc1-c1ccccc1	0	0	-4	1	-1.9	-2	2	-4	0.98
COCC(=O)N1CCCC(C(=O)c2ccc(Oc3ccccc3)cc2)C1 (centres undefined)	-1	-8	0	1.1	-0.6	-1	6	-14	0.94
O=C1c2ccccc2NC(c2cccs2)N1NS(=O)(=O)c1ccccc1 (centres undefined)	-1	-14	-1	1.1	-0.1	-1	6	-5	0.94

Screens (PubChem)
